# HIV Rev-RRE inh: HIV Rev-RRE protein-RNA interaction inhibition; P05866; Rev peptide-RRE RNA binding, FRET; inhibition, % at 8 µM; 97,000 tested, 0.79% active; AID 704;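 active = inhibition above the screen-wide mean plus 3 SD, cut at about 35% in these data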;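 note: 0% = median DMSO wells and 100% = median Neomycin B control wells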
#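 Material: labelled RRE RNA duplex and labelled Rev peptide / Buffer or medium: HEPES pH 7.5 salt buffer with EDTA / Compound dosing: single point, 8 µM final nominal compound concentration / Benchmarks: DMSO low control, neomycin B high control / Timing: 5 min preincubation and 15 min binding, 25 °C / Technique: FRET fluorescence readout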
# CYP2C9 inh: human CYP2C9 inhibition | 96,000 tested, 20% active | inhibition, % at 5 µM | CYP2C9 Supersomes, luciferin-H conversion, luminescence | P11712;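 active = blocking of liver enzyme CYP2C9 beyond about 50% at 5 µM, limit read from the data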; note: values of inactives mirror those of a sister screen read the other way
# LYP inh 2: inhibitors of human LYP (PTPN22) phosphatase | Q9Y2R2 | inhibition, % at 2 µM | recombinant LYP catalytic domain, DiFMUP fluorescence | 96,000 tested, 0.21% active;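 active = inhibition at 2 µM at or above a set limit, the screen mean plus 3 SD, cut at about 24% in these data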;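 note: 0% = DMSO with enzyme and 100% = enzyme fully blocked by orthovanadate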
# PLK1 PBD inh: inhibitors of human Plk1 polo box domain binding; Plk1 PBD phosphopeptide binding, fluorescence polarization; inhibition, %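 (tested at about 20 µM)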; 97,000 tested, 0.13% active; in the data active = inhibition above about 34%, passing the limit was not always enough
# PLK1 kinase inh: inhibitors of human PLK1 kinase; P53350; recombinant PLK1 kinase, TR-FRET peptide phosphorylation; inhibition, % at 10 µM; 97,000 tested, 0.53% active;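 active = inhibition of 50% or more in the single-concentration screen; inactive = inhibition below 50%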;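 note: 0% = DMSO max control and 100% = H-89 dihydrochloride min control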
# EphB4 ephrin blk: EphB4-ephrin-B2 interaction antagonism | AID 720 | 97,000 tested, 0.15% active | EphB4 LBD / TNYL-RAW-Alexa532 peptide, fluorescence polarization | inhibition, % at 7 µM;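 active = inhibition above the screen-wide mean inhibition plus 3 SD, cut at about 15% in these data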;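 note: 0% = DMSO wells and 100% = excess unlabeled TNYL-RAW peptide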
# Target sequence (P54760 whole entry, looked up, the tested form may be a part): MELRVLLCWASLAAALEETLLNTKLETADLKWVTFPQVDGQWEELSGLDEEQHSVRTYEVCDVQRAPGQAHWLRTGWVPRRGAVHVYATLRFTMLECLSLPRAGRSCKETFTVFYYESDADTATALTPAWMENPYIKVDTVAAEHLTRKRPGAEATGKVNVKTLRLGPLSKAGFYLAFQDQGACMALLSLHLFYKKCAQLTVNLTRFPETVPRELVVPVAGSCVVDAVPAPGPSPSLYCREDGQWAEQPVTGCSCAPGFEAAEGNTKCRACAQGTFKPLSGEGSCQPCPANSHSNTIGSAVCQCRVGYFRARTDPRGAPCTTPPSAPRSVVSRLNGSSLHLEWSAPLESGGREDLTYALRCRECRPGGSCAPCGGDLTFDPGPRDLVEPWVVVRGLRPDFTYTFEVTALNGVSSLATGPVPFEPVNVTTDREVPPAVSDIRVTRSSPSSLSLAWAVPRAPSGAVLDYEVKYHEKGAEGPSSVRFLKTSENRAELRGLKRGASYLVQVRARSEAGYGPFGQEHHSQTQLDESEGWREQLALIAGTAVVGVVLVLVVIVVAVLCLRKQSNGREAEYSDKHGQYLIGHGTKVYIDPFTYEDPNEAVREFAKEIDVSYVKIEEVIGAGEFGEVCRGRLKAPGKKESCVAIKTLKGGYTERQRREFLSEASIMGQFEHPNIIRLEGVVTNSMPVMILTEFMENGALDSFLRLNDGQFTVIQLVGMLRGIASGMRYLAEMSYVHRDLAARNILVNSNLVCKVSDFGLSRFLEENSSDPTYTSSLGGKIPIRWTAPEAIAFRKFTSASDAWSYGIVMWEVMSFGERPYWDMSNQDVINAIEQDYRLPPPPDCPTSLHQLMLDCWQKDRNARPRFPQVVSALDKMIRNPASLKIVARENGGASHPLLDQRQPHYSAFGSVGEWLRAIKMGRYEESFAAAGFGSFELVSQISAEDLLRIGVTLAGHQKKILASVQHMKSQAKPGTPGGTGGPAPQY
# CYP2C9 activ: activators of human CYP2C9. P11712. recombinant CYP2C9, luciferin-H conversion, luminescence; hits give high values; factor 1 = untreated enzyme, 0 = blocked. activation factor at 5 µM. 96,000 tested, 1.4% active. AID 1024;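 active = activation factor of 2 or more for CYP2C9 at a 5 µM dose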;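 note: 0 = sulfaphenazole-blocked wells and 1 = vehicle-only wells; values of inactives mirror those of a sister screen read the other way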
# Calb biofilm kill: kills Candida albicans biofilms; C. albicans biofilm + clotrimazole, Alamar Blue; inhibition, % at 6 µM; 85,000 tested, 0.14% active;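 active = inhibition above 20%; inactive = inhibition below 20%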;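 note: preformed 24 hr biofilms exposed to compound for 48 hr; 0% = biofilm without compound and 100% = blank killed by clotrimazole plus chlorhexidine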
# PTPN22 act: activators of human LYP (PTPN22) phosphatase. AID 697. Q9Y2R2. 96,000 tested, 0.11% active. recombinant LYP, DiFMUP fluorescence; 0 = plate median, 100 = signal doubled. activation, % at 2 µM;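 active = activation at 2 µM above a set limit, the mean plus 5 SD, cut at about 37% in these data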
# * = called active by the depositor; . = no result given. Rows are unselected (roughly 20% active in at least one column).
SMILES,HIV Rev-RRE inh,CYP2C9 inh,LYP inh 2,PLK1 PBD inh,PLK1 kinase inh,EphB4 ephrin blk,CYP2C9 activ,Calb biofilm kill,PTPN22 act
Cc1nc(NC(=O)CSc2nnc(C)n2CC2CCCO2)sc1C (stereo not drawn),2,-13,5,-10,1,-1,1.1,3,-6
O=C(Nc1ccc(Cl)cc1C(=O)NCCN1CCOCC1)c1ccco1,2,68*,-10,-8,-4,-3,0.3,0,7
CC1CCCCN1Cc1nc2c(c(=O)n(C)c(=O)n2C)n1CCCc1ccccc1 (stereo not drawn),13,.,0,8,-5,11,.,6,3
Cc1cc(C(=O)N2CCC(Cc3ccccc3)CC2)ccc1[N+](=O)[O-],-1,11,4,6,-19,0,0.9,.,2
COc1ccc2nc(-c3ccco3)c(-c3ccco3)nc2c1,7,56*,16,14,39,4,0.4,0,-16
Cc1ccc(C2c3c(oc4ccccc4c3=O)C(=O)N2c2nnc(C)s2)o1 (stereo not drawn),9,.,10,-13,10,-1,.,.,-11
CCOC(=O)c1nnc(-c2ccccc2)nc1Sc1c(Cl)cccc1Cl,21,58*,8,-4,4,-4,0.4,5,-9
O=C(Cn1c(=O)oc2cc(S(=O)(=O)N3CCCCC3)ccc21)N1CCc2ccccc2C1,13,12,4,-3,-7,-2,0.9,7,-4
CC(=O)N1N=C(c2ccncc2)OC12CCCC2,7,3,-11,25,-9,-2,1,4,12
COc1ccccc1NC(=O)C1=C(C)Nc2nnnn2C1c1ccccn1 (stereo not drawn),9,2,2,-14,-10,0,1,3,1
O=S(=O)(Nc1nc2ccccc2nc1NCc1ccco1)c1ccc(Cl)cc1,13,98*,0,0,-7,4,0,4,-4
CCCS(=O)(=O)N1CCCC(C(=O)NCC2CCCO2)C1 (stereo not drawn),2,2,2,-20,-14,2,1,3,-3
CCc1nnc(SCc2cn3c(C)cc(C)nc3n2)n1N,1,-26,6,14,-11,2,1.3,2,-4
COC(=O)c1nc(-c2ccccc2)n[nH]1,7,26,5,4,0,-9,0.7,3,-3
COc1ccc(CCN(C(=O)c2ccccc2)C2=CC3CCC(C2)N3C)cc1OC (stereo not drawn),-1,3,-9,-7,-11,5,1,6,7

# Only LYP inh 2, PLK1 kinase inh and PTPN22 act, for some of the entries so far:
Molecule	LYP inh 2	PLK1 kinase inh	PTPN22 act
Cc1ccc(C2c3c(oc4ccccc4c3=O)C(=O)N2c2nnc(C)s2)o1 (stereo not drawn)	10	10	-11
CCOC(=O)c1nnc(-c2ccccc2)nc1Sc1c(Cl)cccc1Cl	8	4	-9
O=C(Cn1c(=O)oc2cc(S(=O)(=O)N3CCCCC3)ccc21)N1CCc2ccccc2C1	4	-7	-4

# Further entries.
SMILES,HIV Rev-RRE inh,CYP2C9 inh,LYP inh 2,PLK1 PBD inh,PLK1 kinase inh,EphB4 ephrin blk,CYP2C9 activ,Calb biofilm kill,PTPN22 act
Clc1cccc(Nc2c3c(nc4ncnn24)CCC3)c1,0,15,6,-11,54*,0,0.9,4,-8
O=C(CN1CCN(c2ccccn2)CC1)Nc1ccc2ccccc2c1,5,55*,-3,10,-6,-2,0.4,3,3
Cc1cc(=O)[nH]c(SCC(=O)N2CCc3ccccc3C2)n1,7,30,-5,-11,-32,-4,0.7,2,2
Nc1cc(C(=O)OCC(=O)N2CCCC2)ccc1Cl,23,41,7,9,-9,-2,0.6,9,-9
COc1cc2c(cc1OC)-c1cc(Nc3ccc4c(c3)OCCO4)nc(=O)n1CC2,17,67*,10,-7,-9,4,0.3,3,-14
CC1CCC/C(=N\NC(=O)COc2ccc(Cl)cc2Cl)C1 (stereo not drawn),4,35,-1,2,-10,0,0.7,.,3
CCc1ccccc1NC(=O)CSc1nnc([C@@H](N)Cc2ccccc2)o1,-3,.,-11,-16,2,-10,.,1,9
CCC(CC)C(=O)Nc1c2c(nn1-c1ccc(OC)cc1)CS(=O)C2 (stereo not drawn),11,27,6,-12,-3,2,0.7,4,-7
Cc1noc(C)c1S(=O)(=O)N1CCC(C(=O)NCCc2ccc(S(N)(=O)=O)cc2)CC1,8,4,-4,19,1,7,1,1,0
CC(C)n1cc(/C=N\NC(=O)c2cc3c(ccc4ccccc43)o2)c2ccccc21,7,16,14,28,-2,-1,0.8,.,-10
O=C(NCc1cccs1)c1ccc2c(c1)OCCO2,11,6,2,-5,6,2,0.9,8,-6
Cc1cnc(NC(=O)CSc2nnc(COc3c(C)cccc3C)o2)s1,15,48,-8,17,-7,1,0.5,11,7
Cc1c(NC(=O)c2ccc(Cl)c(S(=O)(=O)N3CCOCC3)c2)c(=O)n(-c2ccccc2)n1C,8,-2,1,4,-5,2,1,1,-4
CCn1c(COc2cccc3ccccc23)nnc1SCC(=O)OC1CCCCC1,3,48,4,14,-15,6,0.5,2,-7
COc1ccc(/C=C/C(=O)c2ccc3c(c2)OCCO3)cc1[N+](=O)[O-],8,2,3,-8,-16,6,1,.,0

# One compound at a time (already shown). Screens in order: HIV Rev-RRE inh | CYP2C9 inh | LYP inh 2 | PLK1 PBD inh | PLK1 kinase inh | EphB4 ephrin blk | CYP2C9 activ | Calb biofilm kill | PTPN22 act
# Profile of Cc1noc(C)c1S(=O)(=O)N1CCC(C(=O)NCCc2ccc(S(N)(=O)=O)cc2)CC1 = 8 | 4 | -4 | 19 | 1 | 7 | 1 | 1 | 0
# Profile of O=C(CN1CCN(c2ccccn2)CC1)Nc1ccc2ccccc2c1 = 5 | 55* | -3 | 10 | -6 | -2 | 0.4 | 3 | 3
# Profile of O=C(Nc1ccc(Cl)cc1C(=O)NCCN1CCOCC1)c1ccco1 = 2 | 68* | -10 | -8 | -4 | -3 | 0.3 | 0 | 7
# Profile of Cc1cnc(NC(=O)CSc2nnc(COc3c(C)cccc3C)o2)s1 = 15 | 48 | -8 | 17 | -7 | 1 | 0.5 | 11 | 7
# Profile of Cc1cc(C(=O)N2CCC(Cc3ccccc3)CC2)ccc1[N+](=O)[O-] = -1 | 11 | 4 | 6 | -19 | 0 | 0.9 | . | 2

# Back to the main list; the 2 compounds before the break are reprinted first.
SMILES,HIV Rev-RRE inh,CYP2C9 inh,LYP inh 2,PLK1 PBD inh,PLK1 kinase inh,EphB4 ephrin blk,CYP2C9 activ,Calb biofilm kill,PTPN22 act
CCn1c(COc2cccc3ccccc23)nnc1SCC(=O)OC1CCCCC1,3,48,4,14,-15,6,0.5,2,-7
COc1ccc(/C=C/C(=O)c2ccc3c(c2)OCCO3)cc1[N+](=O)[O-],8,2,3,-8,-16,6,1,.,0
Cc1cc(C)c2cc(CN(CCO)C(c3nnnn3Cc3ccc(F)cc3)C(C)C)c(=O)[nH]c2c1 (stereo not drawn),-1,93*,5,-11,-3,3,0.1,-2,-7
CC(C)C1C(C#N)=C(N)SC(N)=C1C#N,5,2,3,7,6,8,1,5,-4
Cn1c(SCC(=O)Nc2ccc(F)cc2)nnc1-c1cccnc1,6,4,-7,-1,-15,-3,1,2,5
COc1ccccc1NCC(O)Cn1c2ccccc2c2ccccc21 (stereo not drawn),4,77*,-15,10,-9,9,0.2,2,10
O=C(CSCC(=O)OCC(=O)c1ccc(Br)cc1)Nc1ccc(Br)cc1,9,6,0,11,-4,2,0.9,.,2
CN(C)S(=O)(=O)Oc1ccsc1C(=O)Nc1ccccc1Cl,10,66*,7,-1,-7,4,0.3,.,-3
Cc1ccccc1-c1nnc(-c2ccc(Br)cc2)o1,1,-5,1,4,-12,0,1,2,-2
COc1ccc(-c2nnc(SC(C)C(=O)Nc3ccc4c(c3)OCCO4)o2)cc1 (stereo not drawn),-1,18,-10,-2,-10,-1,0.8,5,8
O=C(NCc1ccccc1)c1cnc(-c2ccccn2)nc1C(F)(F)F,-1,-25,-3,-10,-6,-3,1.3,7,4
COc1ccc(CNc2nc3nc(C)c(Cl)c(=O)n3[nH]2)cc1OC,6,76*,5,-8,-5,0,0.2,3,-6
CCCCN(C(=O)NC(=O)Nc1nc2ccc(OC)cc2s1)S(C)(=O)=O,4,16,0,10,-2,-3,0.8,.,-4
Clc1ccc(Nc2nc(-c3ccncc3)cs2)cc1,-3,.,6,3,-7,-9,.,8,-6
Cc1ccc(/C=N/n2cnnc2)s1,4,14,20,1,-8,2,0.9,1,-18
COc1cc(-n2c(=O)c3ccccc3n(Cc3ccccc3)c2=O)cc(OC)c1OC,-1,-19,7,22,-14,2,1.2,9,-4
COc1cccc(-c2nn(C)c3sc(C(=O)NCc4ccc(C)cc4)cc23)c1,10,54*,3,-7,-13,0,0.5,-1,-3
Cc1cc(Cl)ccc1Oc1ncc(-c2ccc(Cl)cc2)cn1,2,3,8,-35,-4,2,1,.,-6
CC(C)(C)c1ccc(-c2conc2N)cc1,0,.,-12,0,-4,1,.,-2,6
O=C(NCCCNC(=O)c1cccs1)c1cccs1,9,42,0,-15,-15,-2,0.6,7,-4
O=C(Cn1c(C(F)(F)F)nc2ccccc21)NCCN1CCCC1,11,-13,3,-6,-4,3,1.1,.,-4
Cc1cc(C(=O)CN2C(=O)c3cccc(N)c3C2=O)c(C)n1Cc1cccs1,8,-138,2,6,-11,8,2.4*,.,-5
CC(CC(=O)NCc1ccccc1)C1CCCO1 (stereo not drawn),6,60*,-4,-6,-7,-4,0.4,7,2
COc1ccc(CNn2c(-c3cccc(C)c3)nc3ccccc3c2=O)cc1OC,6,22,0,4,1,-5,0.8,3,2
CCOc1cc(C2C(C(=O)N3CCCCC3)=C(C)NC3=C2C(=O)CCC3)cc(Br)c1O (stereo not drawn),7,-2,1,-12,-9,4,1,7,-2
CCOC(=O)CNC(=O)c1c(C)nn(-c2ccccc2)c1Cl,6,4,3,9,-3,0,1,10,0
COc1cccc(=O)c2c(C)n(C)c(C)c12,9,9,10,9,5,1,0.9,-5,-14
COC(=O)c1cc(OC)c(OC)cc1N=CC1=C(O)CC(C)(C)CC1=O,-4,30,-1,-3,-4,-7,0.7,-3,-3
COC(=O)CN(c1ccc(C(C)C)cc1)S(=O)(=O)c1c(C)[nH]c(=O)[nH]c1=O,-1,17,-4,1,7,-2,0.8,12,0
COc1cc(C)ccc1OCCOc1ccccc1Cl,17,28,1,6,29,-1,0.7,.,1
O=c1cnn(-c2ccc(Cl)cc2Cl)c(-c2ccccc2)c1,9,35,6,1,-3,1,0.6,1,-4
O=C1CCCC(=O)C1=Cc1c[nH]c2ccccc12,6,15,8,3,-8,5,0.8,.,-5
Cc1cc(C(=O)NCc2cccs2)c(C)o1,5,4,10,4,-6,2,1,-3,-12
CCOc1cc(NC(=O)c2ccccc2[N+](=O)[O-])c(OCC)cc1NC(=O)CC(C)C,1,-5,10,-34,-10,-7,1,.,-7
Cn1nc(C(F)(F)F)c(/C=N/OC(=O)c2ccc(Cl)cc2)c1Cl,-3,19,-5,0,-6,3,0.8,.,8
